Screening data deposited in PubChem by The Scripps Research Institute Molecular Screening Center.
CHRM4 antagonist = human M4 muscarinic receptor antagonists, primary screen, CHO cells, Fluo-8 calcium fluorescence; inhibition, % at 3 µM; Muscarinic acetylcholine receptor M4 (Homo sapiens), P08173; CHO-hM4 cells, ACh EC80; 360,000 compounds, 0.73% hits;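 active = inhibition above its plate's cutoff, the mean inhibition of sample wells plus 3 SD, cut at about 27% in these data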;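 note: 0% = acetylcholine EC80 with DMSO and 100% = DMSO without agonist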
Target sequence (P08173 whole entry, looked up): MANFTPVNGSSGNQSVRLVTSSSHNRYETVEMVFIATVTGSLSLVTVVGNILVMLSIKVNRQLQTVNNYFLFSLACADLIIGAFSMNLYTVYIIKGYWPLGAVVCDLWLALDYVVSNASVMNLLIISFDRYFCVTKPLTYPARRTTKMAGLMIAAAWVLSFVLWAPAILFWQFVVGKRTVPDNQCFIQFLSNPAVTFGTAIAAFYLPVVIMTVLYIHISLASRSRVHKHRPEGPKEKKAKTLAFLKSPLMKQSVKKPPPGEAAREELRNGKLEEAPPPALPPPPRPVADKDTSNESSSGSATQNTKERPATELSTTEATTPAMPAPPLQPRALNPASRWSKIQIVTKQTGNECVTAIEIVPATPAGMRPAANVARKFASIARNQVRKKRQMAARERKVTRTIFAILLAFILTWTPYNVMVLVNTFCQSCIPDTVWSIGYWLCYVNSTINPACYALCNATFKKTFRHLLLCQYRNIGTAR
M4 ag = human M4 muscarinic receptor agonists, primary screen, CHO-K1 cells, Fluo-8 calcium fluorescence. Muscarinic acetylcholine receptor M4 (Homo sapiens), P08173. CHO-K1 hM4/Gqi5; vehicle 0%, full acetylcholine response 100%. activation, % at 3 µM. 360,000 compounds, 0.14% hits. AID 624127, 2012;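 active = activation above the run mean over all test wells plus 3 SD, cut at about 32% in these data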;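 note: peak over basal fluorescence ratio per well then scaled between controls; 0% = DMSO wells and 100% = acetylcholine at EC100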
* marks the source's active call; other numbers are inactive results.

Each structure is followed by: CHRM4 antagonist	M4 ag
CC1(C(=O)Nc2ccc3c(c2)OCCO3)CN(S(C)(=O)=O)CC(=O)N1Cc1cccc(C(F)(F)F)c1 (centres undefined)
 : -10.1	9.4
O=C1Nc2ccccc2-n2nnnc2C1N1CCN(c2ccc(F)cc2)CC1 (centres undefined)
 : -3.9	8.5
O=C(Nc1ccc(Cl)cc1)N[C@H]1CC[C@H](CCn2cc(-c3ccccc3F)nn2)O[C@@H]1CO
 : 4.2	15.3
CC1(C(=O)NCc2ccccc2)CSCC(=O)N1CC(F)(F)F (centres undefined)
 : -3.1	1.9
O=C(NC1CCCC1)N[C@@H]1C=C[C@@H](CC(=O)N2CCOCC2)O[C@@H]1CO
 : 2.9	0.8
COC1=CC(=O)OC(c2cccc(C(F)(F)F)c2)C1 (centres undefined)
 : -7.4	0.9
COC(=O)C[C@H]1CC[C@H](NC(=O)Nc2ccccc2OC)[C@@H](CO)O1
 : 6.7	0.5
CC(C)CN1C(=O)CN(S(C)(=O)=O)CC1(C)C(=O)Nc1ccc2c(c1)OCCO2 (centres undefined)
 : -0.2	0.9
O=C(Nc1ccc(F)cc1)C(c1cccc(F)c1)N1CCN(c2cccc(C(F)(F)F)n2)CC1 (centres undefined)
 : 17.3	2.5
CCC(c1nc2ccccc2[nH]1)n1c(-c2ccnc(Cl)c2)nc2ccccc21 (centres undefined)
 : -0.9	2.1
COC(=O)[C@H](NC(=O)c1cc([C@@H](NC(=O)OC(C)(C)C)C(C)C)sc1N)C(C)C
 : -7.6	0.8
COC(=O)C1=CN(c2ccc(OC)cc2OC)C(N)=C(C#N)C1c1ccccc1F (centres undefined)
 : -0.9	4.2
O=C(C[C@@H]1CC[C@@H]2[C@H](COC[C@H](O)CN2S(=O)(=O)c2ccccc2)O1)Nc1ccccc1
 : -14.2	5.9
COC(=O)[C@]12CCCCC=C1N(CCc1ccc(OC)c(OC)c1)C(=O)[C@H](CC(=O)NCc1cccc3ccccc13)C2
 : -1.0	23.1
O=C(NC1CCCCC1)C(c1ccnc2ccccc12)n1c(=O)c(-c2ccco2)nc2ccccc21 (centres undefined)
 : -12.0	1.5
COc1cccc(C(=O)NCCNc2nc3cc(C)cc(C)c3cc2C#N)c1
 : -13.0	7.3
COC(=O)[C@@]12C[C@@H](CC(=O)NCc3cccs3)C(=O)N(Cc3ccc4c(c3)OCO4)C1=CCC(C)(C)C2
 : -4.9	11.4
COC(=O)C[C@@H]1CC[C@@H](NC(C)=O)[C@@H](CO)O1
 : -0.7	0.7
Cc1cnc(-c2nc3ccccc3n2C(C)C(=O)Nc2c(C)cccc2C)cn1 (centres undefined)
 : -11.9	2.8
COC(=O)C[C@@H]1CC[C@@H](NS(=O)(=O)c2ccccc2OC)[C@@H](CO)O1
 : -14.3	0.9

Each structure is followed by: CHRM4 antagonist	M4 ag
O=C(NCc1ccccc1)C(c1ccc(-c2ccccc2)cc1)N1CCN(CCN2CCOCC2)CC1 (centres undefined)
 : -9.8	8.2
Cc1ccc(C)c(C(Nc2ccccc2)c2ccc3ccc(C)nc3c2O)c1 (centres undefined)
 : 13.8	-2.0
COc1ccccc1CNC(=O)C[C@H]1CC[C@@H]2[C@H](COC[C@H](O)CN2Cc2ccc3c(c2)OCO3)O1
 : 13.7	0.8
CCc1c(-c2ccccc2OC)ncn1Cc1cccc(-c2ccccc2)c1
 : 20.6	19.4
O=C(NCC[C@@H]1CC[C@@H](NS(=O)(=O)Cc2ccccc2)[C@@H](CO)O1)C1CC1
 : -2.7	1.0
COc1ccc(CN2C(=O)CSCC2(C)C(=O)Nc2c(C)cccc2C)cc1OC (centres undefined)
 : 8.5	1.0
Cc1cccc(C)c1NC(=O)C(c1ccc(C(F)(F)F)cc1)n1c(=O)c(-c2ccccc2)nc2ccccc21 (centres undefined)
 : 0.5	3.5
CC(C)NC(=O)C1(C)CN(S(C)(=O)=O)CC(=O)N1C1CCN(Cc2ccccc2)CC1 (centres undefined)
 : 3.5	0.7
COc1ccc(CCC(=O)N2c3ccccc3N=C(c3ccc4c(c3)OCO4)C2C(=O)NCc2ccccc2)cc1 (centres undefined)
 : -2.9	3.3
Cc1cc(C)c2cc(C#N)c(NCCNC(=O)c3ccccc3)nc2c1
 : 15.1	1.8
CS(=O)(=O)c1ccc(S(=O)(=O)N2CCN(C(=O)C(O)c3ccccc3)CC2)cc1 (centres undefined)
 : -0.2	2.5
CC(C)NC(=O)C1C(c2ccccc2)=Nc2ccccc2N1C(=O)c1cc(Cl)cc(Cl)c1 (centres undefined)
 : -4.8	1.5
CCOC(=O)[C@]12CCCC=C1N(CCc1ccc(OC)c(OC)c1)C(=O)[C@H](CC(=O)N1CCN(C(=O)C3CC3)CC1)C2
 : 1.4	2.1
CCC(CC)C(C(=O)NCc1ccccc1)N1CCN(CCN2CCOCC2)CC1 (centres undefined)
 : -14.8	0.1
COC(=O)[C@]12CCCCC=C1N(Cc1ccc3c(c1)OCO3)C(=O)[C@H](CC(=O)NCc1cccc(C(F)(F)F)c1)C2
 : 2.9	12.8
CC(=O)N1c2ccccc2N=C(c2ccc3c(c2)OCO3)C1C(=O)NCc1ccccc1 (centres undefined)
 : -7.7	19.1
CCOC1=C2CN(S(=O)(=O)c3ccc(C)cc3)C(c3ccccc3)CC2N(S(=O)(=O)c2ccccc2Cl)C(c2ccccc2)C1 (centres undefined)
 : -22.2	2.7
Cc1ccc(OCc2nc3ccccc3n2C(C(=O)NC(C)(C)C)c2ccncc2)cc1 (centres undefined)
 : -15.6	0.4
COC(=O)[C@@]12C[C@@H](CC(=O)NCc3cccc(C(F)(F)F)c3)C(=O)N(Cc3cccc4ccccc34)C1=CCC(C)(C)C2
 : -9.1	2.9
COC(=O)C1=CN(c2ccc(OC)cc2)C(N)=C(C#N)C1c1ccccc1F (centres undefined)
 : -17.3	6.8

Part of the list above in order of molecular weight, highest first.
Each structure is followed by: CHRM4 antagonist	M4 ag
CC(C)NC(=O)C1C(c2ccccc2)=Nc2ccccc2N1C(=O)c1cc(Cl)cc(Cl)c1 (centres undefined)
 : -4.8	1.5
CC(C)NC(=O)C1(C)CN(S(C)(=O)=O)CC(=O)N1C1CCN(Cc2ccccc2)CC1 (centres undefined)
 : 3.5	0.7
CCC(CC)C(C(=O)NCc1ccccc1)N1CCN(CCN2CCOCC2)CC1 (centres undefined)
 : -14.8	0.1

Remaining list, next part:
> CCC(c1nc2ccccc2[nH]1)n1c(=O)c(-c2ccco2)nc2ccccc21 (centres undefined)
  CHRM4 antagonist = -0.4
  M4 ag = -1.3
> C=CCNC(=O)c1cc(-c2ccccc2)sc1N
  CHRM4 antagonist = -8.2
  M4 ag = 3.8
> Cc1ccc2ccc(C(Nc3ccccc3)c3ccc(Cl)cc3)c(O)c2n1 (centres undefined)
  CHRM4 antagonist = 15.3
  M4 ag = 0.0
> CC(C)(C)C(c1nc2ccccc2[nH]1)n1c(-c2cc(Cl)cc(Cl)c2)nc2ccccc21 (centres undefined)
  CHRM4 antagonist = -3.8
  M4 ag = 0.6
> C#CCN1CCc2onc(-c3ccc(Br)cc3)c2C1=O
  CHRM4 antagonist = -9.2
  M4 ag = 9.1
> CC(C)(C)C(C(=O)NC1CCCC1)N1CCN(c2ncccc2C#N)CC1 (centres undefined)
  CHRM4 antagonist = -0.1
  M4 ag = 2.2
> COC(=O)[C@]12CCCCC=C1N(Cc1ccc3c(c1)OCO3)C(=O)[C@H](CC(=O)NCC1CCCCC1)C2
  CHRM4 antagonist = -3.0
  M4 ag = 19.5
> O=C(C(=O)N1CCN(c2ccccc2)CC1)c1cccc(Br)c1
  CHRM4 antagonist = 30.4*
  M4 ag = 6.9
> COCCNC(=O)C1C(=O)Nc2ccccc2C(=O)N1c1ccc2c(c1)OCCO2 (centres undefined)
  CHRM4 antagonist = -11.7
  M4 ag = 1.3
> COC(=O)[C@@]12C[C@@H](CC(=O)NCc3ccc(C)o3)C(=O)N(Cc3cccc4ccccc34)C1=CCC(C)(C)C2
  CHRM4 antagonist = -13.1
  M4 ag = 7.4
> COc1ccc(NC(=O)C(c2ccccc2F)n2c(=O)c(-c3cc4ccccc4[nH]3)nc3ccccc32)cc1 (centres undefined)
  CHRM4 antagonist = -6.1
  M4 ag = 2.9
> CO[C@@H]1CN(C)C(=O)c2cc(NC(=O)NC3CCCCC3)ccc2OC[C@@H](C)N(CCc2ccccc2)C[C@H]1C
  CHRM4 antagonist = -1.0
  M4 ag = 0.5
> CCOC(=O)C1=CCC(c2ccc(N(CC)CC)cc2)N(S(=O)(=O)c2ccc(C)cc2)C1c1ccc([N+](=O)[O-])cc1 (centres undefined)
  CHRM4 antagonist = -6.7
  M4 ag = 1.7
> Cc1ccc(S(=O)(=O)Nc2ccccc2C(C(=O)OC(C)(C)C)C(=O)OC(C)(C)C)cc1
  CHRM4 antagonist = 16.0
  M4 ag = -1.6
> O=C(C[C@H]1CC[C@@H](NS(=O)(=O)c2ccccc2)[C@@H](CO)O1)NCc1ccc(Cl)c(Cl)c1
  CHRM4 antagonist = -10.6
  M4 ag = 13.9
> CCCCNC(=O)C1C(c2ccccc2)=Nc2ccccc2N1C(=O)c1ccc(C(F)(F)F)cc1 (centres undefined)
  CHRM4 antagonist = -17.4
  M4 ag = 1.4
> O=C(C[C@H]1CC[C@@H]2[C@H](COC[C@H](O)CN2Cc2nccs2)O1)NCc1ccccc1Cl
  CHRM4 antagonist = -15.1
  M4 ag = 1.6
> O=C(C[C@H]1CC[C@@H]2[C@H](COC[C@@H](O)CN2C(=O)C2CC2)O1)NCc1ccccc1Cl
  CHRM4 antagonist = -8.6
  M4 ag = 0.9
> CCOC(=O)[C@]12CCCC=C1N(CCC1=CCCCC1)C(=O)[C@H](CC(=O)NCC1CCCCC1)C2
  CHRM4 antagonist = -3.4
  M4 ag = 2.1
> COC(=O)[C@]12CCCCC=C1N(Cc1ccc3c(c1)OCO3)C(=O)[C@H](CC(=O)NCc1ccc(OC)c(OC)c1)C2
  CHRM4 antagonist = 10.1
  M4 ag = 20.7
> N#Cc1ccc(C(C(=O)NC2CCCCC2)n2c(=O)c(-c3ccco3)nc3ccccc32)cc1 (centres undefined)
  CHRM4 antagonist = -8.1
  M4 ag = 2.2
> CSCCC(C(=O)NCc1ccccc1)n1c(Cc2cc(F)cc(F)c2)nc2ccccc21 (centres undefined)
  CHRM4 antagonist = -1.9
  M4 ag = 17.1
> CCCCNC(=O)C[C@@H]1C[C@@]2(C(=O)OC)CC(C)(C)CC=C2N(Cc2cccc3ccccc23)C1=O
  CHRM4 antagonist = 7.1
  M4 ag = 8.6
> Cc1csc(-c2nc3ccccc3n2C(C(=O)NC(C)(C)C)c2ccccc2)c1 (centres undefined)
  CHRM4 antagonist = -7.7
  M4 ag = -0.1
> O=C(NCCOc1ccccc1)C1C(=O)Nc2ccccc2C(=O)N1C1CCCCC1 (centres undefined)
  CHRM4 antagonist = -2.7
  M4 ag = 4.7

Compounds shown so far that have a thiophene ring, fused or not (4):
> COC(=O)[C@H](NC(=O)c1cc([C@@H](NC(=O)OC(C)(C)C)C(C)C)sc1N)C(C)C
  CHRM4 antagonist = -7.6
  M4 ag = 0.8
> COC(=O)[C@@]12C[C@@H](CC(=O)NCc3cccs3)C(=O)N(Cc3ccc4c(c3)OCO4)C1=CCC(C)(C)C2
  CHRM4 antagonist = -4.9
  M4 ag = 11.4
> C=CCNC(=O)c1cc(-c2ccccc2)sc1N
  CHRM4 antagonist = -8.2
  M4 ag = 3.8
> Cc1csc(-c2nc3ccccc3n2C(C(=O)NC(C)(C)C)c2ccccc2)c1 (centres undefined)
  CHRM4 antagonist = -7.7
  M4 ag = -0.1

Record cards (already shown):
Cc1csc(-c2nc3ccccc3n2C(C(=O)NC(C)(C)C)c2ccccc2)c1 (centres undefined) is entered as CHRM4 antagonist = -7.7; M4 ag = -0.1
COC(=O)[C@]12CCCCC=C1N(Cc1ccc3c(c1)OCO3)C(=O)[C@H](CC(=O)NCc1ccc(OC)c(OC)c1)C2 is entered as CHRM4 antagonist = 10.1; M4 ag = 20.7

Further entries
> COc1ccc(NC(=O)C(c2ccccc2F)n2c(=O)c(-c3ccco3)nc3ccccc32)cc1 (centres undefined)
  CHRM4 antagonist = -4.9
  M4 ag = 1.4
> CC(=O)Nc1ccc(C(=O)N2c3ccccc3N=C(c3ccc4c(c3)OCO4)C2C(=O)NCc2ccccc2)cc1 (centres undefined)
  CHRM4 antagonist = 3.6
  M4 ag = 12.0
> CN1C(=O)[C@@](O)(CC(=O)c2ccccc2)c2cc(Br)ccc21
  CHRM4 antagonist = -5.7
  M4 ag = 3.2
> Nc1c(-c2ccc(F)cc2)nc2ncccn12
  CHRM4 antagonist = -9.4
  M4 ag = 0.4
> O=C1C=C(OCCF)CC(c2ccccc2C(F)(F)F)O1 (centres undefined)
  CHRM4 antagonist = 7.4
  M4 ag = 2.1
> Cc1ccc(S(=O)(=O)N2[C@H](CC(=O)c3ccc(Cl)c(Cl)c3)OC[C@@H]2C)cc1
  CHRM4 antagonist = 7.2
  M4 ag = 6.6
> COc1ccc(C(C(=O)NC2CCCC2)n2c(-c3cccs3)nc3ccccc32)cc1 (centres undefined)
  CHRM4 antagonist = -0.5
  M4 ag = -1.1
> O=C1Nc2ccccc2C(=O)N(c2ccc3c(c2)OCCO3)C1C(=O)NC1CC1 (centres undefined)
  CHRM4 antagonist = 1.5
  M4 ag = 1.8
> Nc1nc2ccccc2cc1C(=O)NCc1ccc(-c2ccccc2)cc1
  CHRM4 antagonist = 18.8
  M4 ag = 16.7
> Cc1ccc(Cc2nc3ccccc3n2C(CCc2ccccc2)c2nc3ccccc3[nH]2)cc1 (centres undefined)
  CHRM4 antagonist = -3.5
  M4 ag = 3.0
> CCC(C)CN1C(=O)CN(S(C)(=O)=O)CC1(C)C(=O)Nc1ccc2c(c1)OCCO2 (centres undefined)
  CHRM4 antagonist = 7.2
  M4 ag = 1.7

This is a subset; count on the stated rates, not on these rows.
